PMI act satM6P – human PMI activators, high substrate, primary screen, biochemical, fluorescence intensity, near-saturating mannose 6-phosphate | coupled PMI enzyme assay, resazurin fluorescence, 20 min; hits give high values; 1 = untreated enzyme, 0 = substrate-free blank | actives 0.34% (n = 190,000) | activation factor at 20 µM;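 active means activation factor of 2 or more at 20 µM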
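assay system = human phosphomannose isomerase with PGI, G6PDH, diaphorase coupling enzymes | quantity = 15 ng/mL PMI | incubation = enzyme reaction with compound 20 min at room temperature | medium = HEPES pH 7.4 buffer with MgCl2 and Tween-20 | compound dosing = one concentration, 20 µM, in 1% DMSO | measured by = Diaphorase-driven resazurin-to-resorufin fluorescence, excitation 544, emission 590 nm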
NF-kB expr up – activators of NF-kB expression in neurons, primary screen, cell-based, HTS; human neuronal cells, NF-kB reporter expression; hits give high values; fold change at 12.5 µM; actives 1.6% (n = 190,000); AID 1239, 2008; in the data active means fold change above about 3.3
PMI activator – activators of human PMI, primary screen, biochemical, fluorescence intensity, near-Km mannose 6-phosphate | purified human PMI, coupled resazurin fluorescence, 20 min; hits give high values; 1 = vehicle control, 0 substrate-free wells | Mannose-6-phosphate isomerase (Homo sapiens), P34949 | activation factor at 20 µM | actives 0.005% (n = 190,000);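 active means activation factor of 2 or more at 20 µM, relative to plate controls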
TNAP inh noacc – human TNAP enzyme inhibitors, primary screen, biochemical, luminescent, no phosphate acceptor, uHTS; purified TNAP, CDP-star luminescence, 30 min; Alkaline phosphatase, tissue-nonspecific isozyme (Homo sapiens), P05186; actives 0.26% (n = 200,000); inhibition, % at 20 µM;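 active means tissue-nonspecific alkaline phosphatase inhibition above about 50% at 20 µM in the single-dose screen, limit read from the data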;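 further: 0% = DMSO negative control and 100% = EDTA positive control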
Target sequence (P05186 whole entry, looked up): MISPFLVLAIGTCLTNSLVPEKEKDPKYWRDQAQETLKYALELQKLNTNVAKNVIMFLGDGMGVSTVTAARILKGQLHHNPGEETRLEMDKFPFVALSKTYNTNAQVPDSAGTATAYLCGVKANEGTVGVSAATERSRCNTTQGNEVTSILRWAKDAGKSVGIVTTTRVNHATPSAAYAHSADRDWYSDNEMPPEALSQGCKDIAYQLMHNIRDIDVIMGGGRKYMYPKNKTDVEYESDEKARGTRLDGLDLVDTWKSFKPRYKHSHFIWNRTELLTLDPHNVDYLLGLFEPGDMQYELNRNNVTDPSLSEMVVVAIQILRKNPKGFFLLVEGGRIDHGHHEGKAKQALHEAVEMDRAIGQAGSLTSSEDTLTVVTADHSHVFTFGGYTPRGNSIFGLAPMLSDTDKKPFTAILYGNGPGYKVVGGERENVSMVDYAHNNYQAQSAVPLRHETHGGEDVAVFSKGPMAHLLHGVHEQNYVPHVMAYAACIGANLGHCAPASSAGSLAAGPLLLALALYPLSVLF
APP 5'UTR act – activators of APP 5'UTR luciferase reporter, primary screen, SH-SY5Y cells; SH-SY5Y APP 5'UTR luciferase reporter, luminescence; zero percent = DMSO vehicle wells; activation, % at 2 µM; actives 1% (n = 190,000);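 active means activation above a set limit, based on mean plus 3 SD of controls, cut at about 140% in these data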; further: values of inactives mirror those of a sister screen read the other way
FLuc inhib CS – firefly luciferase enzyme inhibitors, primary screen, artefact control for luciferase-based inhibitor screens, biochemical, luminescence, ATPLite | Luciferin 4-monooxygenase (Photinus pyralis), P08659 | 10 min | inhibition, % at 10 µM | actives 1.5% (n = 200,000) | AID 1006, 2008;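 active means inhibition above about 50% when tested at 10 µM, limit read from the data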
Target sequence (P08659 whole entry, looked up): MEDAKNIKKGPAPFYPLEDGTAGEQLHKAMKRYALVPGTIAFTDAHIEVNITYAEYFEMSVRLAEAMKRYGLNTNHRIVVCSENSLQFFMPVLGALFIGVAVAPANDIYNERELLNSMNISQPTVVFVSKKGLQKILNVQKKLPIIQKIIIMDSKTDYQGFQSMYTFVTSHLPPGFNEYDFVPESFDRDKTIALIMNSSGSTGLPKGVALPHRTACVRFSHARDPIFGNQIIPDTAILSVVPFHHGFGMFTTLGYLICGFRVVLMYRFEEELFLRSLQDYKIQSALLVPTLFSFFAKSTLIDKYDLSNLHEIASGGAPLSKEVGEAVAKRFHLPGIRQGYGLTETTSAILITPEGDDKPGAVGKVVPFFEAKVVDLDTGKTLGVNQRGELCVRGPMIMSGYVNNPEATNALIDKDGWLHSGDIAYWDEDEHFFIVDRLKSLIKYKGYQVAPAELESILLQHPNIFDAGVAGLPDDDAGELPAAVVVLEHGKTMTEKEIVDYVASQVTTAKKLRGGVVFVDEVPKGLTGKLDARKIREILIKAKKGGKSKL
TNAP act hi DEA – TNAP activators at high phosphate acceptor level, primary screen, biochemical, luminescence, uHTS; 200,000 tested, under 10 active; activation factor at 20 µM; Alkaline phosphatase, tissue-nonspecific isozyme (Homo sapiens), P05186; purified TNAP, CDP-star luminescence, 1 M DEA, 30 min; hits give high values; 0 = EDTA background, 1 = DMSO-only activity; AID 1136, 2008;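 active means activation factor at least 2 at 20 µM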
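Measured by: Luminescent substrate turnover signal | Test system: Human TNAP | Input: TNAP 1/800 final | Dosing: 20 µM single point | Schedule: 30 min, room temperature | Controls: EDTA wells as negative control, DMSO wells as positive control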
TNAP inh hiacc – human TNAP enzyme inhibitors, primary screen, biochemical, luminescent, high phosphate acceptor level, uHTS | AID 1135, 2008 | Alkaline phosphatase, tissue-nonspecific isozyme (Homo sapiens), P05186 | purified TNAP, CDP-star luminescence, 1 M DEA | inhibition, % at 20 µM | actives 0.03% (n = 200,000);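 active means over 50% inhibition of tissue-nonspecific alkaline phosphatase at 20 µM in the single-dose screen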;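 further: plate controls were DMSO wells for no effect and EDTA-quenched wells as full inhibition for full effect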
FLuc act counter – FLuc activators, initial screening, artefact control for FLuc-dependent activation tests, biochemical, ATPlite luminescence | Luciferin 4-monooxygenase (Photinus pyralis), P08659 | ATPlite luciferase biochemical, 10 min; 0 = ATP-free wells, 1 = DMSO control | activation factor at 10 µM | 200,000 tested, under 10 active;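 active means luciferase activation factor, scaled between plate controls, of at least 2 with compound at 10 µM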
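Assay system: Luciferase/luciferin detection reagent, cell-free biochemical luciferase assay / Also added: ATP substrate / Schedule: 10 min at ambient temperature / Measured by: luminescence measurement of luciferase light output / Benchmarks: low control with PBS replacing ATP, high control enzyme plus ATP without compound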
bIAP act – bovine intestinal alkaline phosphatase activators, primary screen, biochemical, bovine IAP, CDP-star luminescence; alkaline phosphatase, intestinal [Bos taurus]; purified bovine IAP, 30 min; hits give high values; fold of DMSO-control signal, blank-subtracted; activation factor at 20 µM; actives 0.17% (n = 200,000);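 active means activation factor of 2 or more at 20 µM, a signal rise over negative controls twice the positive control's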
* hit, by the source's call; . = not tested or not shown.

Structure	PMI act satM6P	NF-kB expr up	PMI activator	TNAP inh noacc	APP 5'UTR act	FLuc inhib CS	TNAP act hi DEA	TNAP inh hiacc	FLuc act counter	bIAP act
CC(C)NC(=O)CNc1ccc(C(F)(F)F)cc1[N+](=O)[O-]	1	0.94	1	-4	-9	-7	1	4	1.1	0.9
CNCc1ccccc1Sc1cccc2ccccc12	0.9	0.73	1	-8	-5	-8	1.1	-7	1.1	1.1
COc1ccc(-n2c(C)cc(C(=O)COC(=O)Cc3n[nH]c(=O)c4ccccc34)c2C)cc1	0.8	0.59	1	-22	-9	-4	1	-1	1	0.8
CC1=NN(c2ccc(C)cc2)C(=O)/C1=C\c1ccc(Br)s1	0.7	1.2	0.9	11	-1	7	1	4	0.9	0.7
CC(C)Oc1ccc(C(=O)NCc2cccs2)cc1	1	1.6	1	-16	.	18	1	1	0.8	0.9
COc1ccc(C2=Nn3c(nnc3-c3ccncc3)SC2)cc1OC	1.1	0.3	0.9	-12	-9	-9	1	-2	1.1	0.9
CCC(C)Nc1c2c(nc3c(-c4ccccc4)c(C)nn13)CCC2 (stereo not given)	1	1.3	0.9	-8	1	-6	1.1	-6	1.1	1
Cc1nc(NCC2CCCO2)c2oc3ccccc3c2n1 (stereo not given)	1.1	1	1	-14	1	-2	1	1	1	1
O=c1c2cnn(-c3ccc(F)cc3)c2ncn1Cc1ccccn1	0.9	1.3	1.1	-1	-8	-6	1.1	-8	1.1	0.9
Cc1c(NC(=O)c2ccccc2N(C)S(=O)(=O)c2ccccc2)c(=O)n(-c2ccccc2)n1C	0.9	1.1	0.9	1	14	2	1	4	1	1
CCCCC12CN3CCN(CC(C3)/C1=N\NC(=O)Nc1ccccc1)C2	1	1.2	0.9	-4	-3	-1	1	0	1	0.9
Cc1cc(NCCCO)n2c(nc3ccccc32)c1C#N	0.6	1.2	0.9	-14	4	-10	1.1	-5	1.1	0.9
COc1ccc(-c2cnn(-c3ccccc3)c2N)cc1OC	1	1.5	1	-4	9	0	1	-3	1	1.1
Cn1c(SCC(=O)NCCc2ccccc2)nnc1-c1ccco1	1	0.99	1.1	-11	13	-6	1.1	-7	1.1	1
CCN1C(c2ccccc2)C(C)C(=O)C(C)C1c1ccccc1 (stereo not given)	1	1.3	0.9	-4	13	5	1	-4	1	0.6
Cc1nnc(NC(=O)Cc2ccc(OCc3c(C)noc3C)cc2)s1	0.9	1.3	0.9	-11	-1	-6	1.1	-6	1.1	0.9
O=C(NCC(=O)N(CCN1CCOCC1)C(C(=O)NC1CCCC1)c1cccnc1)c1cccs1 (stereo not given)	1	1.2	1.1	-6	16	-10	1	-2	1.1	0.9
CCN1C(=O)CC(C(=O)Nc2ccc(F)cc2)SC1=Nc1cccc(OC)c1 (stereo not given)	0.8	1	0.8	-2	3	-5	1	-3	1	1
CC1CCc2nn(CC(=O)N3CCc4ccccc43)cc2C1 (stereo not given)	1	1.3	1	-20	-15	-6	1	-4	1.1	0.8
COc1ccc(/C=C(\NC(=O)c2ccccc2)C(=O)OCC2CCCN3CCCCC23)cc1OC (stereo not given)	1.1	1.1	1	7	9	-6	1	3	1.1	1.1
O=C(NC1CCCCC1)c1noc2c1CCCCC2	0.9	1.4	0.9	-5	131	22	1.1	-6	0.8	0.9
O=C(CN1C(=O)c2ccccc2S1(=O)=O)N1CCN(c2ccccc2)CC1	1.3	1	1.2	-6	12	-3	1.1	-8	1	1
CC(=O)Nc1cccc(Oc2cc(C#N)c(C#N)cc2N2CCCCCC2)c1	0.8	1.1	0.7	-4	-1	-6	1	1	1.1	1
C=CCn1c(CCNC(=O)c2cccs2)n[nH]c1=S	0.9	1.1	0.9	-4	-2	-4	1.1	-5	1	1
N#Cc1sc2nc(-c3ccccc3)cc(C(F)(F)F)c2c1N	1	1.1	1	-13	-5	0	1	-2	1	0.8
COc1ccc(-c2cc(C(F)(F)F)nc(NCc3cccs3)n2)cc1	0.9	1.1	0.9	-9	9	-5	1	-3	1.1	1
Cc1cc(NC(=O)CCCC(=O)OCC(F)(F)C(F)F)cc(C)c1C(=O)O	1	1.1	1	-5	10	-10	1	-5	1.1	1
COCc1nnc(NC(=O)CCSc2ccccc2)s1	0.9	1.5	0.9	-8	-3	-3	1	-2	1	0.9
CCOc1ccc2nc(N=NC3=C(O)CC(C)(C)CC3=O)sc2c1	1.4	1.4	1.4	39	-24	18	0.6	39	0.8	0.7
COC(=O)c1c(NC(=O)CN2CCN(c3ccccc3OC)CC2)c2cc(C)ccc2n1C	0.9	0.98	0.9	-10	-2	-1	1.1	-6	1	1

Going on with the list:
Structure	PMI act satM6P	NF-kB expr up	PMI activator	TNAP inh noacc	APP 5'UTR act	FLuc inhib CS	TNAP act hi DEA	TNAP inh hiacc	FLuc act counter	bIAP act
CC(NC(=O)Cc1ccccc1)C(c1ccccc1)N1CCOCC1 (stereo not given)	0.9	1.4	0.9	-8	-24	-7	1.1	-6	1.1	1
CCCCCOc1ccc(C(=O)N(Cc2ccco2)C2CCS(=O)(=O)C2)cc1 (stereo not given)	1	0.97	1	-3	-39	-8	1.1	-9	1.1	1
c1ccc(N2CCN(c3ncnc4sc5c(c34)CCC5)CC2)cc1	0.9	0.54	0.9	-15	-9	-1	1.1	-7	1	0.9
COc1cc(CNCc2ccccn2)ccc1OCc1ccccc1Cl	1.3	1.1	1.3	-36	11	-2	1.1	-6	1	1
C=CCn1c(O)c(C=Nc2ccc(Cc3ccncc3)cc2)c(=O)[nH]c1=S	0.9	1.2	0.9	0	19	-9	1	-3	1.1	1.1
CCc1sc(/C=C(/C#N)C(N)=S)cc1[N+](=O)[O-]	0.6	1	0.7	-13	-6	-4	0.9	12	1	1
COc1ccc(CCNC(=O)Cc2ccc(OC)c(OC)c2)cc1OC	1.2	1.2	1	-12	2	-7	1.1	-7	1.1	1
Cc1ccc(OCCn2c3ccccc3n3nc(C)c(=O)nc23)cc1	1	1.2	1	-3	6	-9	1	-4	1.1	1.1
C/C(=N\NC(=O)c1cc(C)[nH]n1)c1cccs1	1.1	2.9	1.1	-12	114	56*	1	-2	0.4	1
COc1ccc(C2CC(c3ccccc3)=NN2C(=O)COC(=O)c2cccc(S(=O)(=O)N(C)C)c2)cc1 (stereo not given)	0.9	1.2	0.9	-12	-13	-8	1	-3	1.1	1.1
Cc1c(Cl)cccc1NC(=O)CC1NCCNC1=O (stereo not given)	1	1.1	0.9	-4	2	1	1	2	1	1
CCN1C(=O)CSC1=NC12CC3CC(CC(C3)C1)C2	1	0.96	1	-4	26	-8	1.1	-6	1.1	0.8
CC12CC(c3ccccc3O1)C(/C(N)=N/NC(=O)c1ccc(F)cc1)C(=O)N2 (stereo not given)	1	0.91	1	-8	4	-4	1	-1	1	0.7
COc1ccc(-c2csc(NC(=O)C3=NN(c4ccccc4)C(=O)CC3)n2)cc1	0.9	0.53	0.9	-10	20	24	1	1	0.8	1.1
O=CNCCCc1nc2ccccc2n1Cc1ccccc1	1.1	1.1	1.1	-7	-25	-4	1	-4	1	1
CCc1c(C)sc(NC(=O)c2cc(C)on2)c1C#N	1	1.6	1	-9	12	32	1	-3	0.7	1
O=C(NCCc1cccs1)C1CC(c2ccc([N+](=O)[O-])cc2)=NO1 (stereo not given)	1	2.3	1	0	62	24	1.1	-5	0.8	0.9
CCOC(=O)NC(=O)/C(C#N)=N/Nc1c(F)cccc1F	1.4	1.2	1.2	-5	.	-10	1.1	-6	1.1	0.9
COc1ccc(C(CC(=O)O)NC(=O)COc2ccccc2OC)cc1OC (stereo not given)	1	0.94	1	-4	13	-11	1	-4	1.1	1.1
CC1(C(=O)O)CCC(C(=O)NC2CCCCCC2)C1(C)C (stereo not given)	1	1	1	-10	6	-9	1.1	-9	1.1	1
Cc1ccc(Cl)cc1N1CCN(c2cccc[n+]2C)CC1	0.8	1.3	0.7	-15	-4	-5	1	-3	1.1	1
N#C/C(=C\c1ccc(-c2ccc(Br)cc2)o1)C(=O)NCCc1c[nH]c2ccccc12	0.9	0.74	0.9	6	-14	0	0.9	8	1	1
COc1ccc2[nH]c(=O)c(-c3noc(-c4ccc(F)cc4)n3)cc2c1	1	1.1	1	-4	19	-2	1	-2	1	0.9
COC(=O)Cc1c(C)c2ccc(OCC(=O)N(C)C)cc2oc1=O	1.1	1	1	-14	-7	-9	1	-4	1.1	0.9
COC(=O)CN1C(c2ccccc2)=Nc2ccc(Cl)cc2C1c1ccccc1 (stereo not given)	1	1.1	1	-6	9	-5	1	1	1	1
O=C(C1CCN(C2CCN(Cc3ccc4c(c3)CCO4)CC2)CC1)N1CCCC1	1	0.99	1	-2	-1	-7	1.1	-6	1.1	1.1
Cc1ccc(/C=C/C(=O)O)cc1S(=O)(=O)NC1CCS(=O)(=O)C1 (stereo not given)	1	1	1	-5	6	-3	1	-2	1	1.1
O=C(Nc1nc2ccccc2[nH]1)C12CC3CC(CC(C3)C1)C2	0.9	3.1	0.8	-13	79	50*	1.1	-7	0.5	1
Cc1c(Cl)sn(-c2ccc(Cl)cc2)c1=O	1	0.14	0.4	-16	-92	20	1.1	-8	0.8	1.1
c1ccc(-c2cc(N3CCOCC3)nc(-c3ccccc3)n2)cc1	1	0.87	1	-2	1	-11	1.1	-9	1.1	0.9

Records listed above that bear a hit mark in FLuc inhib CS:
| molecule | PMI act satM6P | NF-kB expr up | PMI activator | TNAP inh noacc | APP 5'UTR act | FLuc inhib CS | TNAP act hi DEA | TNAP inh hiacc | bIAP act |
| --- | --- | --- | --- | --- | --- | --- | --- | --- | --- |
| C/C(=N\NC(=O)c1cc(C)[nH]n1)c1cccs1 | 1.1 | 2.9 | 1.1 | -12 | 114 | 56* | 1 | -2 | 1 |
| O=C(Nc1nc2ccccc2[nH]1)C12CC3CC(CC(C3)C1)C2 | 0.9 | 3.1 | 0.8 | -13 | 79 | 50* | 1.1 | -7 | 1 |

A few values from the entries so far:
TNAP act hi DEA with COc1ccc(C(CC(=O)O)NC(=O)COc2ccccc2OC)cc1OC (stereo not given) → 1
NF-kB expr up with COc1ccc(-n2c(C)cc(C(=O)COC(=O)Cc3n[nH]c(=O)c4ccccc34)c2C)cc1 → 0.59
